Eya2 phos inh: inhibitors of human Eya2 phosphatase activity | O00167 | 330,000 tested, 0.006% active | AID 488837 | Potency, µM (series often up to 76.9 µM), inactives show at the top dose activity, negative = inhibition, actives largely listed as inhibitors | recombinant Eya2, OMFP fluorescence dephosphorylation (OMFP is methylfluorescein phosphate); further: potency means the concentration at half of the fitted maximal effect
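Eya2 protein (added as 0.2 uM solution) was preincubated with compound for 10 min at ambient temperature in 50 mM HEPES pH 7.5, 50 mM NaCl, 5 uM MgCl2, 0.05% BSA, 1 mM DTT. OMFP (added at 50 uM) then reacted 10 min; fluorescence read at 485/525 nm.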
KCNH2 3.1 inh: KCNH2 3.1 (human) potassium channel inhibition; U2OS KCNH2 3.1, thallium flux FluxOr; stronger effect = lower value; activity change, % (tested at about 1.8 µM); 340,000 tested, 0.95% active;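 active means maximum activity change below -70%; inconclusive means maximum activity change from -70% to -50%; inactive means maximum activity change above -50%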;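 further: thallium influx rate constant from kinetic fluorescence after stimulation buffer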
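Virally transduced U2OS (3.1 isoform, 4 h infection in dark at RT) → overnight 37 C → FluxOr + Red40 in HBSS/HEPES, 45 min → stimulation buffer, 2 min kinetic read → rate constant vs DMSO controls.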
USP2a block: USP2a (human) protease inhibition. O75604. USP2 core, Ub-CHOP2 coupled fluorogenic reporter, 485/531. Potency, µM (series often up to 38.3 µM), for the others: top-dose activity change, negative = inhibition, usual class: inhibitors. 330,000 tested, 0.01% active. AID 463254;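 further: potency means the concentration at half of the fitted maximal effect; plate controls were DMSO wells for no effect and full inhibition by NEM control for full effect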
Target sequence (O75604 whole entry, looked up): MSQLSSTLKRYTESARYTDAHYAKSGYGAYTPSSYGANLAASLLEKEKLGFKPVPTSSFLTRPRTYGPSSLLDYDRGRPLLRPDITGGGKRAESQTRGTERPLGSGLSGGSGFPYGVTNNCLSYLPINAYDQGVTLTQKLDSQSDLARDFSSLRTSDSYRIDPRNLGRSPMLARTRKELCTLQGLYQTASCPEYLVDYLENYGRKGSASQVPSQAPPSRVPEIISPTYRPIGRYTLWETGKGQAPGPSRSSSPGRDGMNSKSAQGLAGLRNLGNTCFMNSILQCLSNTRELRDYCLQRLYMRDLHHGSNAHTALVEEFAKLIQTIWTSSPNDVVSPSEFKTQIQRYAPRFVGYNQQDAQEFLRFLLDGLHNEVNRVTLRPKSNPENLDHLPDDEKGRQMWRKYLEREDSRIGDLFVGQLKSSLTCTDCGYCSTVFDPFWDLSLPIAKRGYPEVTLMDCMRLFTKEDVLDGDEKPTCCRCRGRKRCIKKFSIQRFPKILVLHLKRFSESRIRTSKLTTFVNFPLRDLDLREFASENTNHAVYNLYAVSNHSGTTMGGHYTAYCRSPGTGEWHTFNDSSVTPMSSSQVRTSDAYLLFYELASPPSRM
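USP2 core (10nM final) preincubated 30min RT with compound in 20mM Tris-HCl pH 8.0, 2mM CaCl2, 2mM beta-mercaptoethanol, 0.05% CHAPS; 25nM Ub-CHOP2 plus 25nM reporter substrate added, fluorescence (Ex485/Em531) read after 60min.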
B2AR arrestin: recruits beta-arrestin to the human beta2-adrenergic receptor; P07550; beta-arrestin recruitment to beta2AR, cell-based reporter; Potency, µM (doses to about 46.1 µM), for inactives: top-dose activation, actives largely listed as activators; 330,000 tested, 0.02% active; AID 492947;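 further: potency means the concentration at half of the fitted maximal effect; 0% = DMSO controls and full agonism = EC100 isoproterenol or metaproterenol; nearly all actives have a fitted effect of over 65% in size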
Target sequence (P07550 whole entry, looked up): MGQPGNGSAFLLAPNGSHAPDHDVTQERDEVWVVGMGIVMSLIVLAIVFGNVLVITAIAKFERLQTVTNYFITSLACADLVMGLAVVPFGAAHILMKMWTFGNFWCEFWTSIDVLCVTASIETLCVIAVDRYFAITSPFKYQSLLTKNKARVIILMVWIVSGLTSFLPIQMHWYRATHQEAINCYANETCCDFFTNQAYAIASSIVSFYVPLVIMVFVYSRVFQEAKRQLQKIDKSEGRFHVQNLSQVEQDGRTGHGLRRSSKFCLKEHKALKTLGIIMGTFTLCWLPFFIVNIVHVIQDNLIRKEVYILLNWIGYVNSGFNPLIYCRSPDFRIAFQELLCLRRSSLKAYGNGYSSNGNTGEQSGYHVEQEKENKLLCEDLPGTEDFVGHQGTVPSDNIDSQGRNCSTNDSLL
Coupling enz: coupling enzyme interference in Giardia aldolase counter-screen | coupling enzyme system counterscreen, AmpLite Red fluorescence | activity change, negative = inhibition, % at 58.2 µM, hits read low | 290,000 tested, 0.67% active | AID 2472; in the data active means activity change below about -30%
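Fluorescence at 525 nm excitation and 598 nm emission measured inhibition of the coupled detection system without aldolase. Compounds (at 57.5 uM final) were preincubated 10 min at room temperature with coupling enzyme reagent before a 20 min substrate/AmpLite Red step.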
Giardia killer: kills Giardia lamblia | activity change, % at 7.66 µM, hits read low | 340,000 tested, 0.15% active | Giardia lamblia trophozoite viability | AID 540267; in the data active means activity change below about -80%; inconclusive means between about -30% and that limit;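 further: parasites exposed to compound for two days anaerobically before the ATP read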
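Viability, read as ATP luminescence: trophozoites at 100 cells/well, compound added, 48 hrs anaerobic at 37 deg C, then 15-30 min room-temperature development before reading.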
GALK inh: inhibitors of human galactokinase; Purified GALK, Kinase-Glo residual ATP luminescence; Potency, µM (titrated, usually from 57.5 µM), for the others: at the highest dose activity change, negative = inhibition, usual class: inhibitors; 270,000 tested, 0.007% active; further: potency means the concentration at half of the fitted maximal effect
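Human GALK (5 nM) with 35 uM ATP and 100 uM galactose in 20 mM HEPES pH 8.0, 5 mM MgCl2, 60 mM NaCl, 1 mM DTT, 0.01% BSA. After 1 h at room temperature, leftover ATP was read by Kinase-Glo Plus luminescence.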
PKM2 act: PKM2 (human) enzyme activation; P14618; purified PKM2, Kinase-Glo ATP luminescence, activation; response scale: 0% is enzyme alone, no compound; Potency, µM (highest dose often 57.5 µM), inactives show at the top dose activation, hits mostly activators; 260,000 tested, 0.34% active; AID 1631; further: potency means the concentration at half of the fitted maximal effect; nearly all actives have a fitted effect of over 55% in size
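Purified hPK-M2 (>95%) run at intermediate activity with 0.1 mM ADP and 0.5 mM PEP in 50 mM imidazole pH 7.2, KCl, MgCl2; 1 h room temperature. ATP formed read by Kinase-Glo luminescence; normalized to uninhibited and no-enzyme controls.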
uPA surface inh: cell surface uPA generation inhibition | AID 540303 | cell surface uPA generation assay, qHTS | Potency, µM (doses to about 38.3 µM), inactives show top-dose activity change, negative = inhibition, actives largely listed as inhibitors | 330,000 tested, 0.31% active; active means well fitted inhibition curve with a large enough effect; inconclusive means small, poorly fitted or top-dose-only effect; inactive means no such curve, though single readings can be large or run the other way; tested in mouse RAW 264.7 cells; further: potency means the concentration at half of the fitted maximal effect; nearly all actives have a fitted effect of over 55% in size
Chronic BCR inh: blocks chronic active B-cell receptor signaling | Potency, µM (titrated, usually from 46.1 µM), without a hit: at the highest dose ratio change, negative = lower green/red ratio, usual class: inhibitors | 340,000 tested, 0.05% active | ABC-DLBCL IkBa-CBG/CBR reporter, luminescence ratio, 4 h; active means well fitted inhibition curve with a large enough effect in the signal ratio, with a control signal flat, not every such curve was filed as active; inconclusive means small, poorly fitted or top-dose-only effect, or effect the other way, or a change in a side signal; the % refers to the signal ratio;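 further: potency means the concentration at half of the fitted maximal effect; plate controls were basal doxycycline-induced cells for no effect and cells given 10 µM MG132 for full effect; MG132 reads +100%, hits lower the ratio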
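TMD8 human ABC-DLBCL cells with doxycycline-inducible IκBα–green luciferase fusion and unfused red luciferase, in 0.5% FBS medium; compounds up to 46 uM, 4 h at 37C. Green/red luminescence ratio, filter-overlap corrected, fitted to concentration-response curves.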
hERG WT inh: inhibitors of human wildtype KCNH2 potassium channel. U2OS, BacMam KCNH2, thallium flux FluxOr; stronger effect = lower value. activity change, % at 1.84 µM. 340,000 tested, 0.37% active. AID 720551;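 active means maximum activity change below -70%; inconclusive means maximum activity change between -70% and -50%; inactive means maximum activity change above -50%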
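U2OS cells transduced with wild-type KCNH2 virus are loaded with FluxOr dye for 45 min, and thallium flux is measured in kinetic reads before and after stimulation buffer. Rate constants are normalized to DMSO controls.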
Active calls of the source: *; ? = inconclusive; . = no result given; [ ] = remark or other dose. Unless noted, the call rests on the fitted dose curve; in most records, active means well fitted curve in the direction sought with a large enough effect; inconclusive means small, poorly fitted or top-dose-only effect, or another doubt; inactive means no such curve, though single readings can be large; an effect the other way counts as inactive or inconclusive. Unless noted, on the % scale 0 is the no-effect control and ±100 the full control effect.

SMILES	Eya2 phos inh	KCNH2 3.1 inh	USP2a block	B2AR arrestin	Coupling enz	Giardia killer	GALK inh	PKM2 act	uPA surface inh	Chronic BCR inh	hERG WT inh
COCc1c(C(=O)NCCOc2ccc(Cl)cc2)oc2ccccc12	-1%	-21	-8%	-0.2%	.	?	.	.	-5%	0%	-17
N#C/C(=C\Nc1ccc2c(c1)OCCO2)c1nc2ccccc2[nH]1	-9%	-6	-10%	0.0%	-9	6	1%	-3%	6%	-1%	-8
COc1cccc(C2C(C(=O)OC(C)C)=C(C)Nc3ncnn32)c1 (stereo not given)	-28%	-4	0%	-0.7%	-2	-19	0%	6%	6%	-5%	-19
COC(=O)/C(C#N)=C/c1ccc(-c2ccc(S(N)(=O)=O)cc2)o1	5%	2	24%	0.0%	5	-1	0%	8%	-2%	12%	3
CC1=CC(=C(C#N)c2nc3ccccc3s2)C=C(C)N1CC1CCCO1 (stereo not given)	-9%	1	-5%	0.4%	-11	-16	11%	.	0%	3%	-4
CN(CC(=O)Nc1ccccc1Cl)C(=O)COC(=O)c1cc([N+](=O)[O-])ccc1N1CCOCC1	-6%	-3	2%	-0.1%	.	22	.	.	-5%	-20%	-2
O=C(CN1C(=O)NC2(CCc3ccccc32)C1=O)NCCc1ccccc1 (stereo not given)	24%	-1	3%	-0.2%	.	-20	.	.	5%	1%	-8
O=C(CS(=O)c1ccc(C(F)(F)F)cc1[N+](=O)[O-])Oc1ccccc1 (stereo not given)	-36%	7	1%	-0.3%	-39*	10	0%	5%	-15%	?	-1
Cc1ccc(-c2nc3ccccc3c(C(=O)NCc3cccs3)c2C)cc1	-1%	-2	2%	-0.8%	-5	-16	-3%	-4%	-3%	1%	-4
Cc1cccc(NC(=S)N2CCN(c3ccccn3)CC2)c1	-5%	19	0%	-0.4%	-1	-5	-2%	-6%[11.5 µM]	-5%	3%	-10
Cc1ccccc1C(=O)NC(=S)Nc1ccccc1C(=O)O	3%	12	-2%	-0.3%	2	-1	6%	-5%	0%	?	2
Cc1nn(CCCC(=O)N2CCN(c3ccc(F)cc3)CC2)c(C)c1[N+](=O)[O-]	10%	-14	2%	0.0%	2	2	12%	2%	-2%	?	6
N#Cc1nc(-c2ccc(F)cc2)oc1NCc1ccco1	5%	3	2%	-0.2%	-1	9	-3%	1%	-17%	5%	-1
CCOC(=O)c1cnn(C)c1NC(=O)c1ccc([N+](=O)[O-])cc1	-8%	5	0%	0.0%	0	3	5%	.	-1%	2%	-10
CCCc1cc(C(=O)N/N=C/c2ccc(CC)s2)c2ccccc2n1	-3%	-7	-3%	-0.3%	-1	7	1%	4%	-4%	?	13
Cn1c(CN2CCOCC2)nnc1SCC(=O)Nc1cc(Cl)ccc1Cl	-5%	10	2%	-1.0%	0	-6	16%	0%	1%	0%	0
O=C(CC(C(=O)O)c1cccc(Cl)c1)c1ccccc1 (stereo not given)	-7%	0	2%	-0.2%	3	-4	1%	.	-26%	?	0
S=c1[nH]nc(-c2cccnc2)n1C1CCCCC1	-18%	8	1%	-0.6%	-2	18	-1%	-29%	1%	1%	-2
Cc1ccc(C(=O)COC(=O)CN2C(=O)C3C4CCC(C4)C3C2=O)cc1C (stereo not given)	9%	14	0%	3.7%	0	1	-6%	7%	4%	5%	-8
COc1ccc(C2N(Cc3ccccc3)CC(=O)N2/N=C(\C)c2ccccc2)cc1 (stereo not given)	-8%	-3	1%	-0.5%	-1	-19	1%	2%	9%	3%	1
O=C(Nc1ccc([N+](=O)[O-])cc1)c1ccccc1	3%	10	3%	0.1%	3	-9	-3%	11%	3%	?	6
CN(C)CCCCOc1ccccc1-c1ccccc1	-17%	-1	-2%	0.2%	-4	13	2%	1%	.	-7%	38
CC(C)c1ccc(NC(=O)C2CCCN2S(=O)(=O)c2ccccc2F)cc1 (stereo not given)	5%	-1	-1%	0.4%	.	-1	.	.	-3%	-1%	-1
Cc1ccc(S(=O)(=O)N2CCN(C(=O)CC(C)n3cncn3)CC2)cc1 (stereo not given)	5%	0	3%	0.1%	-1	14	0%	9%	4%	-19%	-9
COc1ccccc1NS(=O)(=O)c1ccc2oc(=S)[nH]c2c1	7%	7	2%	-0.7%	17	-7	4%	-6%	4%	-1%	-5
COc1ccc(-c2nc3ccccn3c2/N=C/c2ccc(OC)c(OC)c2)cc1O	-4%	0	-1%	0.0%	1	-8	-1%	2%	0%	?	3
COC(=O)C1CCCCN1C(=O)c1cc(COc2cccc3cnccc23)on1 (stereo not given)	-5%	.	0%	-0.7%	.	.	5%	-2%	.	?	.
COc1ccc(OC)c(C(C)NC(C)=O)c1 (stereo not given)	1%	0	0%	-1.1%	1	1	2%	-4%	0%	0%	-12
CCCC(c1nnnn1C(C)(C)CC)N(CCCO)Cc1cc2cc(C)cc(C)c2[nH]c1=O (stereo not given)	-4%	-36	-1%	0.0%	-1	-4	-5%	0%	-12%	?	2
CCN(CC)c1ccc(C(=O)NNC(=O)CCc2nc3ccccc3c(=O)[nH]2)cc1	5%	5	2%	0.3%	.	5	-5%	-1%	8%	-1%	-2
COc1ccc(CN2CCN(CCCc3ccccc3)CC2)c(OC)c1	-3%	.	-2%	0.3%	-2	.	-2%	-1%	.	0%	.
O=C(NC1CCCC1)c1cccc(S(=O)(=O)N2CCCC2)c1	3%	3	2%	-0.2%	.	14	.	.	-11%	0%	25
CC(C)(C)C(=O)NC(C(N)=O)=C(Cl)Cl	-2%	-3	1%	-0.1%	2	-8	1%	-7%	1%	-13%	1
c1cncc(-c2nc3ccccc3s2)c1	-1%	-14	1%	0.0%	1	-6	1%	-11%	-9%	19%	.
Cc1cc(=O)oc2c(N)c(O)ccc12	-29%	-6	0%	0.0%	-3	-7	4%	-8%	-15%	3%	-2
COC(=O)Cn1c(C)nc2ccccc21	23%	2	-2%	0.2%	4	-1	0%	-3%	.	?	4
O=C(NCc1ccccc1)c1ccc(S(=O)(=O)N2CCCC2)cc1	1%	-14	4%	-0.8%	-1	-12	0%	22%	5%	-4%	-8
O=C(COC(=O)CN1C(=O)NC2(CCCC2)C1=O)Nc1ccc(C(F)(F)F)cc1[N+](=O)[O-]	12%	37	2%	-0.1%	.	-28	.	.	-1%	16%	3
NC(=O)CSc1nnnn1-c1cccc(Cl)c1	0%	-7	3%	-0.5%	0	3	3%	-17%	0%	4%	-1
COc1ccc(C(=O)OCC(=O)c2ccc(CNC(C)=O)s2)cc1	-8%	-4	1%	0.1%	.	8	.	.	2%	-1%	-11
CCOc1ccc(N(C(C)C(=O)N2CCCCCC2)S(C)(=O)=O)cc1 (stereo not given)	-9%	-6	-1%	0.3%	-1	3	6%	-12%[11.5 µM]	22%	-2%	0
CN1C(=O)/C(=C2\SC(N3CCCCCC3)=NC2=O)c2ccccc21	22%	-7	-2%	0.1%	-2	-21	-1%	-6%	-11%	?	0
CC1CCCCN1C(=O)CSc1nc(N)nc(N)n1 (stereo not given)	3%	-3	1%	-0.1%	.	1	.	.	-1%	-11%	-2
CC1(c2ccc(Cl)cc2)NC(=O)N(CC(=O)NCc2ccc(F)cc2)C1=O (stereo not given)	6%	-5	-5%	-1.0%	6	2	9%	-1%	17%	?	5
COc1cc(C2C3=C(CCCC3=O)Nc3c2c(C)nn3-c2cccc(C)c2)cc(OC)c1O (stereo not given)	-13%	16	-8%	0.2%	-26	-29	-1%	7.1µM*	0%	-8%	3
CCOc1ccc(C(=O)NCC(c2cccs2)N(C)C)cc1OCC (stereo not given)	-3%	-9	5%	0.3%	2	0	0%	-6%	3%	-2%	11
CCn1cnc2c1c(=O)n(CC(=O)NCC(F)(F)F)c(=O)n2Cc1ccccc1	9%	5	0%	0.0%	-1	9	9%	-2%	2%	0%	4
Cc1cccc(N2CCN(C(=O)c3nn(C)c4c3CS(=O)(=O)c3ccccc3-4)CC2C)c1 (stereo not given)	7%	7	3%	0.0%	-1	-22	5%	-3%[0.46 µM]	-19%	-9%	10
CSc1nc(Oc2ccc(F)cc2)c2ccccc2n1	0%	-14	-1%	-0.7%	10	6	2%	-3%	-9%	1%	-4
CCCCNC(=O)CSc1nnc(-c2c[nH]c3ccccc23)n1CC1CCCO1 (stereo not given)	-10%	-2	-1%	-1.7%	1	-1	0%	-1%	.	?	-25
